# HTT aggregate = inhibitors of mutant huntingtin aggregate formation in PC12 cells; PC12 HttQ103-GFP aggregates, Acumen cytometry, 40 h; Potency, µM (doses to about 46.1 µM), for inactives: at the top dose activity change, negative = inhibition, most hits filed as inhibitors; 1.1% of 220,000 active; AID 1688; note: % is set by controls: 0 for no effect and ±100 for the full control effect; nearly all actives have a fitted effect of over 60% in size
#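 Steps: seed 1500 PC12 HTTQ103-GFP cells/well; add tebufenozide, 100 nM final; add compound titration; add ATPLite reagent; quantify GFP aggregates by laser scanning cytometry.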
# KDM4E inh = blocks human JMJD2E demethylase activity | 1.6% of 230,000 active | B2RXH2 | Potency, µM (top dose mostly 57.1 µM), without a hit: at the top dose activity change, negative = inhibition, most hits filed as inhibitors | JMJD2E catalytic domain, FDH-coupled NADH fluorescence (FDH is formaldehyde dehydrogenase); active = well fitted inhibition curve with a large enough effect, not every such curve was filed as active; inconclusive = small, poorly fitted or top-dose-only effect, or another doubt; inactive = no such curve, though single readings can be large or run the other way;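 note: 0% = wells with enzyme and -100% = buffer wells without enzyme; nearly all actives have a fitted effect of over 50% in size; many of its hits are not listed in these tables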
# Target sequence (B2RXH2 1-337 limits assumed): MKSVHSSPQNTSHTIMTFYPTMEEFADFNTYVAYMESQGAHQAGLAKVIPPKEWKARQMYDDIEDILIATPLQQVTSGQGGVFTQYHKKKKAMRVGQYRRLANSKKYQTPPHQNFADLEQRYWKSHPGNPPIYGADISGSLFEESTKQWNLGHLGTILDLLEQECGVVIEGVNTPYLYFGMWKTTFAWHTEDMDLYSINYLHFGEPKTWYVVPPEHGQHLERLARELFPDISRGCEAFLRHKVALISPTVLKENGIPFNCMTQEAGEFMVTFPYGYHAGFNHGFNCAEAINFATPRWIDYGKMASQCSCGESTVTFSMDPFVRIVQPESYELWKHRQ
# Tau fibril ThT = inhibitors of human tau fibril formation, thioflavin T binding. Potency, µM (titrated, usually from 57.4 µM), without a hit: top-dose activity, negative = inhibition, hits mostly inhibitors. 2.1% of 270,000 active. recombinant tau K18 P301L, heparin-induced fibrillization, ThT fluorescence; note: % is set by controls: 0 for no effect and ±100 for the full control effect; nearly all actives have a fitted effect of over 55% in size
# Target sequence (P10636 561-689 P618L limits assumed): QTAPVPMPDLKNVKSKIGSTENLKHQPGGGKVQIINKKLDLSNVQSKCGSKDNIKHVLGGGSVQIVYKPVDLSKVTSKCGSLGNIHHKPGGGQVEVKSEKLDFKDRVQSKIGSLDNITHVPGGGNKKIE
#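 Recombinant human tau K18 fragment […] carrying P301L, 15 uM unlabeled plus 0.24 uM Alexa 594-labeled, was fibrillized with 20 uM heparin in 100 mM sodium acetate pH 7 for 6 hr at 37 C; 30 uM ThT fluorescence read after 1 hr.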
# Tau fluor counter = counter-screen for tau fibril formation inhibitors; AID 1463; Potency, µM (series often up to 57.7 µM), inactives show at the highest dose activity change, negative = decrease; 0.93% of 280,000 active; tau K18 P301L Alexa594 fluorescence, heparin fibrillization; note: % is set by controls: 0 for no effect and ±100 for the full control effect; nearly all actives have a fitted effect of over 55% in size
#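 Human tau K18 P301L (15 uM unlabeled, 0.24 uM Alexa 594-labeled) in 100 mM sodium acetate pH 7 with 20 uM heparin, 6 hr at 37 C. ThT 30 uM added, 1 hr ambient; Alexa 594 FP and total fluorescence read at 555/632 nm.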
# HTT cytoprotect = Huntington cell model cytoprotection by ATP luminescence; PC12 HTT-Q103 induced, cytoprotection, ATP luminescence, 40 h; 0.14% of 230,000 active; Potency, µM (titrated, usually from 56.4 µM), without a hit: cytoprotection (ATP increase), most hits filed as activators;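 note: % of control where 0% means no effect; nearly all actives have a fitted effect of over 45% in size; toxic huntingtin expression switched on by the ecdysone agonist tebufenozide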
#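 PC12 cells with ecdysone-inducible HTT exon 1 Q103-GFP, induced with 100 nM tebufenozide and co-treated with library compounds in a dose series (1536-well, 1500 cells/well). Cytoprotection read as ATP content by ATPlite luminescence.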
# SMN2 splice up = increases expression of the SMN2 splice variant. AID 1458. Potency, µM (doses to about 46.1 µM), without a hit: top-dose activity change, positive = activation, hits mostly activators. HEK293 SMN2-luciferase splicing reporter, luminescence, 30-36 h. 2.8% of 210,000 active; note: % of control where 0% means no effect; nearly all actives have a fitted effect of over 55% in size
#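 HEK293 cells carry an SMN2 […]–luciferase reporter in which exon 7 inclusion puts luciferase in frame. Cells were plated 10-12 h before compound addition, then incubated 30-36 h at 37C. ONE-Glo luminescence was read; sodium butyrate at 4.5 mM final served as control.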
# ALDH1A1 block = ALDH1A1 (human) enzyme inhibition | P00352 | Purified ALDH1A1, NADH fluorescence, propionaldehyde substrate | Potency, µM (top dose mostly 75.3 µM), for inactives: at the top dose activity, negative = inhibition, most hits filed as inhibitors | 7.3% of 220,000 active | AID 1030; active = well fitted inhibition curve with a large enough effect, not every such curve was filed as active; inconclusive = small, poorly fitted or top-dose-only effect, or another doubt; inactive = no such curve, though single readings can be large or run the other way;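 note: plate controls were no enzyme wells and a reference inhibitor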
# Target sequence (P00352 whole entry, looked up): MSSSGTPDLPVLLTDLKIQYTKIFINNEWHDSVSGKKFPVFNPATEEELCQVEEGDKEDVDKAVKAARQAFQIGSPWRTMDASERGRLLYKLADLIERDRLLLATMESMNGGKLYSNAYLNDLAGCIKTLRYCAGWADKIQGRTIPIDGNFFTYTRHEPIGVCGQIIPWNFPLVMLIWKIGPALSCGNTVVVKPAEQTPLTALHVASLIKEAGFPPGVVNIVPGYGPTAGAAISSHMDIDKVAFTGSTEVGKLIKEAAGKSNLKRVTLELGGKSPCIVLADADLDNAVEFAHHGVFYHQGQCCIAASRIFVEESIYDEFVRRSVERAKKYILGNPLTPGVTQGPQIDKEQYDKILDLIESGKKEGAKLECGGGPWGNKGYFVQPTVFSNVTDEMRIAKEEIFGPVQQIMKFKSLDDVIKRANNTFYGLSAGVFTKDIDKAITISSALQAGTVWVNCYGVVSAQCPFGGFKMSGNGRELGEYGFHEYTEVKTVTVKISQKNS
# Tau fibril FP = inhibitors of human tau fibril formation; K18 P301L tau heparin fibrillization, Alexa594 FP, 6 h; Potency, µM (highest dose often 57.7 µM), inactives show at the highest dose activity, negative = inhibition, actives largely listed as inhibitors; 0.39% of 280,000 active; AID 1468; note: % is set by controls: 0 for no effect and ±100 for the full control effect; nearly all actives have a fitted effect of over 55% in size
#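 K18 P301L tau (15 uM unlabeled/0.24 uM Alexa 594-labeled, final) + compound + heparin 20 uM final; 100 mM NaOAc pH 7; 6 hr 37 C; ThT 30 uM final added, 1 hr RT; FP ex 555/em 632 nm.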
# * hit, by the source's call; ? = inconclusive; nt = not tested or not shown; & = joins results of further samples; [ ] = dose if it differs, or a comment. Unless noted, calls come from the whole dose curve; as a rule, active = well fitted curve in the direction sought with a large enough effect; inconclusive = small, poorly fitted or top-dose-only effect, or another doubt; inactive = no such curve, though single readings can be large; an effect the other way counts as inactive or inconclusive. Potency is the fitted concentration of half-maximal effect.
# Keys – A = HTT aggregate; B = KDM4E inh; C = Tau fibril ThT; D = Tau fluor counter; E = HTT cytoprotect; F = SMN2 splice up; G = ALDH1A1 block; H = Tau fibril FP
CN(C)S(=O)(=O)c1cccc(NC(=O)COC(=O)C2(c3ccccc3F)CCCC2)c1
  A = -7%; B = -5%; C = 11%; D = 12%; E = 6%[10 µM]; F = -50%[inhibitor]; G = ?; H = -2%

CCCOc1ccc(C(=O)C(CCC(CNCC)C(=O)c2ccc(OCCC)cc2)CNCC)cc1 (stereo unspecified)
  A = -30%[9.22 µM]; B = -8%; C = ?; D = -6%; E = -58%[inhibitor][10 µM]; F = -113%[inhibitor]; G = -3%; H = 9%

CCCCN(CC)CCCNC(=O)c1cn(CC)c2ccc(S(=O)(=O)N3CCc4ccccc4C3)cc2c1=O
  A = -15%; B = 16%; C = -4%&8%; D = -3%&-2%; E = 8%[10 µM]; F = -4%&4%; G = 3%; H = 5%&0%

Cn1cnnc1Sc1ccc(/C=C(\CC(=O)O)c2nc3ccccc3s2)cc1[N+](=O)[O-]
  A = 4%[9.22 µM]; B = -2%; C = ?; D = -11%; E = 15%[10 µM]; F = nt; G = 20µM*; H = -2%

COc1ccc(C2(CNC(=O)CCC(=O)O)CCCC2)cc1
  A = -13%; B = -3%; C = 3%; D = 1%; E = 2%; F = 12%; G = -3%; H = -3%

CCOP1(=O)OCC2OC(n3cnc4c(N)ncnc43)C(O)C2O1 (stereo unspecified)
  A = -5%[9.22 µM]; B = 8%; C = nt; D = -7%; E = -7%[10 µM]; F = nt; G = nt; H = -4%

N/C(Cc1ccc([N+](=O)[O-])cc1)=N\OC(=O)c1cccc(Br)c1
  A = -4%[9.22 µM]; B = -4%; C = -15%; D = -28%; E = -16%; F = -3%; G = ?; H = -3%

O=C(N/N=C/c1c[nH]c2ccc(Br)cc12)c1ccccn1
  A = 0%; B = -2%; C = ?; D = -24%; E = -24%; F = 9%; G = -4%; H = 4%

Cc1cc(C)cc(C(=O)NCCn2cc(SCC(=O)N3CCOCC3)c3ccccc32)c1
  A = -12%; B = 0%; C = -13%; D = -8%; E = 1%[10 µM]; F = -36%[inhibitor]; G = ?; H = -1%

O=C(Oc1ccccc1-c1nnco1)c1ccccc1
  A = 26%; B = 2%; C = -2%; D = -1%; E = -22%; F = -10%; G = 5%; H = 9%

Cn1c(=O)oc2cc(S(=O)(=O)Nc3cccc(C(=O)O)c3)ccc21
  A = 1%; B = 3%; C = 3%; D = 5%; E = 4%; F = 2%; G = 14%; H = 3%

C=CCn1c(-c2cc(-c3ccc(C)cc3)nc3ccccc23)n[nH]c1=S
  A = -17%; B = -7%; C = -16%; D = ?; E = 17%[10 µM]; F = 4%; G = -6%; H = -6%

Cc1cnc(NC(=O)c2sc3ccccc3c2Cl)s1
  A = -30%; B = ?; C = ?; D = -27%; E = nt; F = 1µM*; G = ?; H = -11%

Cc1ccc(/C=C/C(=O)Nc2ccc([N+](=O)[O-])cc2)o1
  A = 0%; B = 1%; C = 11%; D = 7%; E = -11%; F = nt; G = 12µM*; H = 5%

CCCCn1c(=O)c(C(C)=O)c(O)c2ccccc21
  A = -23%; B = -24%; C = -7%; D = -4%; E = -25%; F = nt; G = 3%; H = 2%

CN(Cc1ccccc1)c1oc(-c2ccco2)nc1C#N
  A = -33%; B = ?; C = -14%; D = -17%; E = -17%; F = -19%; G = ?; H = 2%

O=C(O)COc1ccc(Br)cc1/C=N/O
  A = 3%; B = -8%; C = 1%; D = -3%; E = 3%[10 µM]; F = 6%; G = 3%; H = -9%

Cc1ccc(C(C(=O)NC2CCCCC2)N(Cc2cccnc2)C(=O)C2COc3ccccc3O2)o1 (stereo unspecified)
  A = 24%; B = -4%; C = -20%; D = -3%; E = -24%[10 µM]; F = 17%; G = 13µM*; H = 9%

O=C(c1cccs1)N(Cc1ccco1)c1nc(-c2ccc(F)cc2)cs1
  A = -11%; B = ?; C = -4%; D = -18%; E = -5%[10 µM]; F = -52%[inhibitor]; G = 3%; H = -11%

COc1ccc(Cn2cc(C(=O)c3ccc(C)c(C)c3)c(=O)c3ccccc32)cc1
  A = nt; B = nt; C = -13%; D = -7%; E = nt; F = -34%[inhibitor]; G = nt; H = 0%

CC(C)Cn1nnnc1S(=O)(=O)CC#N
  A = nt; B = 3%; C = 1%; D = -4%; E = 7%; F = 4%; G = -4%; H = -7%

Cn1nc(-c2ccc(Cl)cc2)c2cc(C(=O)NCC3CCCO3)sc21 (stereo unspecified)
  A = -14%; B = ?; C = -16%; D = -24%; E = -54%[inhibitor]; F = 7%; G = ?; H = 10%

CC(C)c1nnc(SCc2ccc(CSc3nnc(C(C)C)n3N)cc2)n1N
  A = 19%; B = 5%; C = -3%; D = -1%; E = 20%; F = 6%; G = -2%; H = -3%

O=C(C1CCC(Cn2c(=O)[nH]c3ccccc3c2=O)CC1)N1CCN(c2ccccc2)CC1 (stereo unspecified)
  A = 6%; B = -5%; C = -18%; D = -16%; E = -12%; F = -11%; G = -8%; H = -5%

O=C(NCc1cccnc1)C1CCCN(S(=O)(=O)c2ccccc2)C1 (stereo unspecified)
  A = -11%; B = 1%; C = 6%; D = -1%; E = 9%; F = -60%; G = -5%; H = -4%

# SMN2 splice up: entries above that show a hit
Structure	KDM4E inh	Tau fibril ThT	SMN2 splice up	ALDH1A1 block	Tau fibril FP
Cc1cnc(NC(=O)c2sc3ccccc3c2Cl)s1	?	?	1µM*	?	-11%

# Next section
# Keys – A = HTT aggregate; B = KDM4E inh; C = Tau fibril ThT; D = Tau fluor counter; E = HTT cytoprotect; F = SMN2 splice up; G = ALDH1A1 block; H = Tau fibril FP
N#CC1=C(N)C(C#N)(C#N)[C@H](c2ccoc2)[C@H]2CN(Cc3ccccc3)CC=C12
  A = 13%; B = ?; C = ?; D = ?; E = -31%; F = ?; G = ?; H = ?

O=C(COC(=O)CCC(=O)c1ccc(F)cc1)Nc1ccccc1
  A = -6%; B = 7%; C = -3%; D = 0%; E = 24%; F = 8%; G = 1%; H = -3%

CC(C)Oc1ccc(Cc2n[nH]c(=S)n2Cc2ccccc2)cc1Cl
  A = -28%; B = -4%; C = -11%; D = -11%; E = -28%; F = -3%; G = -17%; H = 9%

COc1cccc(NC(=O)CCc2nnc3n(CC(C)C)c(=O)c4ccccc4n23)c1
  A = nt; B = nt; C = 1%; D = -7%; E = nt; F = -1%; G = nt; H = -2%

CCOc1ccc(N(CC(=O)Nc2ccccc2)S(C)(=O)=O)cc1
  A = 14%; B = -3%; C = -6%; D = -9%; E = 0%; F = 2%; G = 2%; H = -12%

C=CCc1cc(/C=C2/NC(=O)N(CC(=O)OC)C2=O)cc(OC)c1O
  A = -11%; B = ?; C = -3%; D = -13%; E = ?; F = 2%; G = ?; H = 10%

Clc1nc2ccccc2nc1-c1ccccc1
  A = 22%[9.22 µM]; B = ?; C = nt; D = -5%; E = 18%[10 µM]; F = nt; G = nt; H = -7%

Cc1ccc(N2CCOCC2)c2c1C(=O)c1ccccc1C2=O
  A = -14%; B = -8%; C = -7%; D = -14%; E = -17%[10 µM]; F = -52%; G = -4%; H = 6%

Cc1nn(-c2ccccc2)c(-n2cccc2)c1C(=O)N1CCN(c2ccccc2)CC1
  A = nt; B = nt; C = -9%; D = 1%; E = nt; F = -7%; G = nt; H = -2%

CC(NC(=O)OC1CCCCC1)N1C(=O)C2C3C=CC(C3)C2C1=O (stereo unspecified)
  A = 27%; B = -8%; C = -4%; D = -10%; E = 5%; F = -1%; G = 4%; H = 2%

Cc1ccc(-c2cc(C(F)F)n3ncc(C(=O)Nc4cn(C)nc4C)c3n2)cc1
  A = 6%[9.22 µM]; B = 0%; C = -1%; D = 10%; E = 11%[10 µM]; F = 2%; G = -1%; H = 11%

COc1ccc(C2/C=C\CN(S(=O)(=O)/C=C/c3ccccc3)CC(=O)N2Cc2ccc(F)cc2)cc1 (stereo unspecified)
  A = 32%[9.22 µM]; B = 2%; C = 4%; D = -1%; E = -7%[10 µM]; F = nt; G = nt; H = -1%

Cc1sc2ncnc(NCC3(N4CCOCC4)CCCCC3)c2c1C
  A = 4%[1.84 µM]; B = 4%; C = ?; D = -19%; E = 1%; F = -11%; G = 8%; H = 3%

Cn1cc(S(=O)(=O)CC(=O)N2CCc3ccccc32)c2ccccc21
  A = -14%; B = 0%; C = -14%; D = -7%; E = -18%; F = 10%; G = ?; H = -1%

C[C@@H](C(=O)N[C@@H](CO)Cc1ccccc1)[C@@H]1C[C@@]1(C)[C@@H](NC(=O)OCc1ccccc1)c1ccccc1
  A = nt; B = -3%; C = -11%; D = -7%; E = -64%[inhibitor]; F = ?; G = 3%; H = 8%

Cc1ccc(OCC(=O)Nc2ccc(S(=O)(=O)Nc3ncccn3)cc2)c(C(C)(C)C)c1
  A = nt; B = nt; C = -9%; D = -13%; E = nt; F = -1%; G = nt; H = 3%

CC(C)c1ccc(/C=N/NC(=O)c2cccc(Cl)c2)cc1
  A = -23%; B = 5%; C = ?; D = -19%; E = nt; F = 16µM*; G = -11%; H = -7%

COc1ccc(NS(=O)(=O)c2cccc(-c3nnc(-c4ccccc4)o3)c2)cc1
  A = ?; B = 0%; C = 0%; D = ?; E = 6%[1.9 µM]; F = -20%; G = ?; H = -14%

O=C(Nn1c(C2CC2)nc2ccccc2c1=O)c1ccco1
  A = 2%; B = 4%; C = 3%; D = 0%; E = 9%[1.9 µM]; F = 4%; G = -4%; H = -6%

# Record cards, as listed above. Values in the order: HTT aggregate, KDM4E inh, Tau fibril ThT, Tau fluor counter, HTT cytoprotect, SMN2 splice up, ALDH1A1 block, Tau fibril FP
# Profile of O=C(COC(=O)CCC(=O)c1ccc(F)cc1)Nc1ccccc1 = -6%, 7%, -3%, 0%, 24%, 8%, 1%, -3%
# Profile of Cc1ccc(-c2cc(C(F)F)n3ncc(C(=O)Nc4cn(C)nc4C)c3n2)cc1 = 6%[9.22 µM], 0%, -1%, 10%, 11%[10 µM], 2%, -1%, 11%
# Profile of C[C@@H](C(=O)N[C@@H](CO)Cc1ccccc1)[C@@H]1C[C@@]1(C)[C@@H](NC(=O)OCc1ccccc1)c1ccccc1 = nt, -3%, -11%, -7%, -64%[inhibitor], ?, 3%, 8%

# This is a subset; rates above refer to the full screens.
